# Compound activity from PubChem.
# PGC1a acetyl inh = inhibitors of PGC1a acetylation signal, primary screen, cell-based, U2OS, AlphaScreen, inhibitor mode; AID 651687, 2012; AlphaScreen anti-acetyl-lysine; with virally co-expressed GCN5 acetyltransferase; inhibition, % at 15.6 µM; 350,000 compounds, 0.17% hits;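 active means every replicate shows inhibition of at least 40%; inconclusive means mean inhibition at least 40% but some replicate below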;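 further: 0% = neutral control wells and 100% = positive control wells; some results beyond the cut were filed as inactive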
# PglD inh = C. jejuni PglD acetyltransferase inhibitors, primary screen, biochemical, DTNB colorimetric, single point; purified PglD enzyme, DTNB colorimetric CoA detection; inhibition, % at 12.5 µM; AID 602405, 2012; 360,000 compounds, 0.098% hits; UDP-N-acetylbacillosamine N-acetyltransferase PglD (Campylobacter jejuni); in the data active means inhibition above about 16%, passing the limit was not always enough; inconclusive means no clear call, values can overlap the other calls; further: strong numbers were not always called active
# LGR2 inh = inhibitors of bursicon-induced LGR2 CRE-luciferase signal, primary screen, cell-based, HEK293, CRE-luciferase reporter, bursicon stimulation. Drosophila bursicon receptor LGR2 (rickets). bursicon-stimulated, 4 h. inhibition, % at 9.99 µM. 380,000 compounds, 0.35% hits. AID 720647, 2013;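 active means drop in luminescence signal, shown as inhibition above about 50% in the replicate tests, limit read from the data, passing the limit was not always enough; inconclusive means probably only some replicates passing the limit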;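 further: agonist challenge used bursicon conditioned medium at about half maximal strength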
# FN deposition inh = inhibitors of fibronectin matrix deposition, primary screen, AH1F cells, Alexa488-fibronectin fluorescence, plate reader; AH1F fibroblasts, overnight; inhibition, % at 12.6 µM; 350,000 compounds, 0.086% hits;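 active means mean inhibition across replicates of 30% or more, regardless of how many single replicates reach that level; inconclusive means mean under 30% yet at least half of replicates reach 30%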;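 further: positive control wells lacked labelled fibronectin entirely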
#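 Schedule: 1 h cell adhesion before compound, then overnight fibronectin incubation; test system: AH1F fibroblast monolayer depositing Alexa488-labelled fibronectin into matrix; quantity: 10000 AH1F cells per well; probe or stimulus: fluorescent fibronectin at 24 nM final; signal: fluorescence, ex 485 nm, em 525 nm; evaluation: percent inhibition as loss of matrix-bound fibronectin fluorescence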
# Numbers without * were called inactive; ? = inconclusive; . = not tested or not shown; & = joins results of further samples. Not all compounds are listed; the hit share may differ from the screen's.
# Letters: A = PGC1a acetyl inh; B = PglD inh; C = LGR2 inh; D = FN deposition inh
> COc1ccc(Br)cc1CN1CCN(CCO)CC1
  A: .	B: -4	C: .	D: .
> COC(=O)C1=C(c2ccc(F)cc2F)C[C@@H]2CC[C@H]1N2C(=O)NCCNC(C)=O
  A: .	B: 1	C: .	D: .
> COc1cc(/C=N/NP(=S)(c2ccccc2)c2ccccc2)ccc1O
  A: .	B: 2	C: .	D: .
> CCC(C)NC(=O)c1c(N)n(CC2CCCO2)c2nc3ccccc3nc12 (stereo unspecified)
  A: .	B: -3	C: .	D: .
> NC(=O)c1c(NC(=O)c2ccc(S(=O)(=O)N(CCCl)CCCl)cc2)sc2c1CCCCC2
  A: .	B: 1	C: .	D: .
> CN1CCN(c2ccc([N+](=O)[O-])c3cccnc23)CC1
  A: .	B: -6	C: .	D: .
> CCSP1(=S)N=C(N2CCOCC2)C(C#N)=C2CCCN21 (stereo unspecified)
  A: .	B: -6	C: .	D: .
> CC1=CC(O)C(O)C2(C)C1CC1OC(=O)CC3C(C)C(O)C(=O)C2C13CO (stereo unspecified)
  A: .	B: 0	C: .	D: .
> Cc1cc(C)n2nc(SC(C)C(=O)N3CCC4(CC3)OCCO4)nc2n1 (stereo unspecified)
  A: .	B: 2	C: .	D: .
> Cc1[nH]nc2ccc(-c3cncc(OC[C@@H](N)Cc4c[nH]c5ccccc45)c3)cc12
  A: .	B: 4	C: .	D: .
> CC1(C)C(C(=O)NN2C(=O)c3ccccc3C2=O)C1(C)C
  A: .	B: -2	C: .	D: .
> Cc1cccnc1-n1c(C)nc2ccccc2c1=O
  A: .	B: -2	C: .	D: .
> COc1ccc(C(C)=O)cc1CN1CC=C(c2ccccc2)CC1
  A: .	B: 1	C: .	D: .
> Oc1ccc(Br)cc1CN1CCN(c2ccccc2)CC1
  A: .	B: -1	C: .	D: .
> O=P(c1ccccc1)(c1ccccc1)N1CCCCC1
  A: .	B: 4	C: .	D: .
> O=C1NC(=O)N(Cc2ccco2)C(=O)/C1=C/c1ccc(-c2cccc([N+](=O)[O-])c2)o1
  A: .	B: 2	C: .	D: .
> COc1ccc2c(c1OC)CN1CCc3cc4c(cc3[C@H]1C2)OCO4
  A: .	B: 0	C: .	D: .
> C=C(COC(=O)CCC(=O)O)CC1CC(O)[C@]2(C)OC3CC4OC5C[C@]6(C)O[C@]7(C)CCC8OC9C[C@]%10(C)OC%11C(C)=CC(=O)OC%11CC%10OC9C[C@@H](C)C8OC7CC6O[C@]5(C)C/C=C\C4OC3CC2O1 (stereo partly specified)
  A: .	B: 1	C: .	D: .
> c1cc2c(cc1CN1CCNCC1)OCO2
  A: .	B: -5	C: .	D: .
> COc1ccc(CCN(C)Cc2c(F)cccc2F)cc1OC
  A: .	B: 2	C: .	D: .
> CC(=O)O[C@H]1[C@H]2O[C@]23[C@@H]2CC[C@]4(O)C[C@@H](O)CC[C@]4(C)C2CC[C@]3(C)[C@H]1c1ccc(=O)oc1 (stereo partly specified)
  A: .	B: -4	C: .	D: .
> O=C(O)C1(c2ccc(Cl)cc2)CCC1
  A: .	B: 6	C: .	D: .
> Clc1ccccc1Nc1ncnc(-n2cccc2)n1
  A: .	B: 2	C: .	D: .
> CCN1CCN(Cc2cc(Br)cc(OC)c2O)CC1
  A: -2	B: .	C: .	D: .
> CCOc1ccc(-n2c(O)c(C=Nc3ccc(N4CCOCC4)cc3)c(=O)[nH]c2=O)cc1
  A: -11	B: .	C: .	D: .

# Next section:
# Letters: A = PGC1a acetyl inh; B = PglD inh; C = LGR2 inh; D = FN deposition inh
> CC1=NN(c2ccccc2)C(=O)/C1=C/c1c(O)[nH]c(=S)[nH]c1=O
  A: -1	B: .	C: .	D: .
> Cc1nn(Cc2ccccc2)c(C)c1C(=O)OCC(=O)NCc1ccco1
  A: 1	B: .	C: .	D: .
> Cc1cc(NC(=O)COC(=O)c2c(C)nn(Cc3ccccc3Cl)c2Cl)no1
  A: -5	B: .	C: .	D: .
> Cc1ccc(CCN2CC(C(=O)N3CCC4(CC3)OCCO4)CC2=O)cc1 (stereo unspecified)
  A: 2	B: .	C: .	D: .
> O=C1CC(c2ccccc2)CC(O)=C1C=NCCN1CCN(C(=O)Cc2ccccc2)CC1 (stereo unspecified)
  A: 4	B: .	C: .	D: .
> Cc1nnc2ccc(N3CCN(C)CC3)nn12
  A: 8	B: .	C: .	D: .
> CN(C)C(=O)On1c(-c2ccccc2)nc2ccc(Cl)cc21
  A: -5	B: .	C: .	D: .
> CC1=CC(O)C(O)C2(C)C1CC1OC(=O)C(O)C3C(C)C(O)C4(O)OCC13C42 (stereo unspecified)
  A: 4	B: .	C: .	D: .
> Cc1cc(NCCN)nc2ccccc12
  A: 4	B: .	C: .	D: .
> c1ccc2cc(CC3=NCCN3)ccc2c1
  A: 8	B: .	C: .	D: .
> c1cc2n(c1)-c1c(ccc3c1OCO3)CNC2c1ccc2c(c1)OCO2 (stereo unspecified)
  A: -11	B: .	C: .	D: .
> O=C1NC(=O)C(=Cc2ccc(Oc3ccc([N+](=O)[O-])cc3)cc2)C(=O)N1
  A: -9	B: .	C: .	D: .
> C=CCc1cc(C=C2C(=O)NC(=O)NC2=O)cc(OC)c1OCc1ccc(C(=O)O)cc1
  A: 1	B: .	C: .	D: .
> CCOC(=O)c1c(C)c(C(=O)N2CCC3(CC2)OCCO3)c(C)n1CC
  A: 1	B: .	C: .	D: .
> COC(=O)C1C2c3ccccc3OC1(C)N=c1s/c(=C/c3cn(C)nc3C)c(=O)n12 (stereo unspecified)
  A: ?	B: .	C: .	D: .
> CCCCn1c(O)c(C=NCCN2CCCCC2)c(=O)[nH]c1=O
  A: 1	B: .	C: .	D: .
> O=S(=O)(c1ccccc1)N1CCCCC1c1cccnc1 (stereo unspecified)
  A: .	B: .	C: 45	D: .
> CC(=O)N1C[C@@H]2C(c3ccccc3)[C@H](C1)N2CC1CC1 (stereo partly specified)
  A: .	B: .	C: .	D: 3&1
> CC(=O)N1C[C@@H]2C(c3ccc(Br)cc3)[C@H](C1)N2C (stereo partly specified)
  A: .	B: .	C: .	D: 0&-1
> C=CCN1[C@@H]2CN(C(C)=O)C[C@H]1C2c1ccccc1 (stereo partly specified)
  A: .	B: .	C: .	D: -2&-4
> CC(C)NC(=O)N1CC2C(c3ccccc3)C(C1)N2C (stereo unspecified)
  A: .	B: .	C: .	D: -3
> C=CCN1[C@@H]2CN(S(C)(=O)=O)C[C@H]1C2c1ccc(Br)cc1 (stereo partly specified)
  A: .	B: .	C: .	D: -14
> C=CCN1[C@@H]2CN(C(=O)NC(C)C)C[C@H]1C2c1ccccc1 (stereo partly specified)
  A: .	B: .	C: .	D: -5
> CC(C)NC(=O)N1C[C@@H]2C(c3ccccc3)[C@H](C1)N2CC1CC1 (stereo partly specified)
  A: .	B: .	C: .	D: 4&2
> CC(=O)CC(C)(C)n1c[n+](C)nn1
  A: .	B: .	C: .	D: 11

# (list continues)
# Letters: A = PGC1a acetyl inh; B = PglD inh; C = LGR2 inh; D = FN deposition inh
> c1ccc2c(CNC3CCCCC3)c[nH]c2c1
  A: .	B: .	C: .	D: 7
> O=P(O)(O)C12CC3CC(CC(C3)C1)C2
  A: .	B: .	C: .	D: -4
> CC(C)NC(=O)N1C[C@@H]2C(c3ccc(Br)cc3)[C@H](C1)N2CC1CC1 (stereo partly specified)
  A: .	B: .	C: .	D: -5&3
> COC(=O)C1=C(c2ccc(Cl)c(C(F)(F)F)c2)C[C@@H]2CC[C@H]1N2C(=O)NCCCOC(C)C
  A: -13	B: -4	C: .	D: .
> O=C(c1cccs1)N1C2CCC1CC(O)(c1cccnc1)C2 (stereo unspecified)
  A: -13	B: 0	C: .	D: .
> CCOC(=O)c1c(C)c(P(=S)(N2CCOCC2)N2CCOCC2)n(C)c1C
  A: 7	B: -2	C: .	D: .
> CCOC(=O)C1SC2(C(F)F)CC1(O)c1c(c(OC)c3occc3c1OC)O2 (stereo unspecified)
  A: -5	B: -2	C: .	D: .
> CNCC(O)c1cccc(OC(=O)c2ccccc2C)c1 (stereo unspecified)
  A: 10	B: 2	C: .	D: .
> CC(Cc1ccccc1Sc1ccccc1O)N(C)C (stereo unspecified)
  A: -3	B: 3	C: .	D: .
> CC1CN=C(NCc2ccncc2)S1 (stereo unspecified)
  A: -8	B: 1	C: .	D: .
> Fc1ccccc1CCNCc1cccc(Cl)c1Cl
  A: 3	B: -1	C: .	D: .
> O=C(COc1ccc(Br)cc1)N1CCN(Cc2ccncc2)CC1
  A: -5	B: -5	C: .	D: .
> O=C(NC[P+](=O)O)OCc1ccccc1
  A: 7	B: -9	C: .	D: .
> COC(=O)CC1(Cc2ccccc2)C(=O)NC(=O)NC1=O
  A: -7	B: 3	C: .	D: .
> CC1=C(/C=C/c2ccccc2)CCN(C)C1
  A: -12	B: -3	C: .	D: .
> COc1ccccc1CN1CCN(C(=O)COc2cccc(C)c2)CC1
  A: 3	B: -6	C: .	D: .
> Clc1ccc(C2N3CCCN23)c(Cl)c1 (stereo unspecified)
  A: -11	B: -2	C: .	D: .
> COc1ccc(C(CC(=O)N2CCC3(CC2)OCCO3)NS(=O)(=O)c2ccc(F)cc2)cc1 (stereo unspecified)
  A: 1	B: -8	C: .	D: .
> CCN(CC)c1ccc(N=Cc2c(O)n(-c3cc(OC)ccc3OC)c(=O)[nH]c2=O)cc1
  A: -5	B: 3	C: .	D: .
> FC(F)(F)c1cccc(-n2nnnc2C2(N3CCOCC3)CCCCC2)c1
  A: -6	B: -8	C: .	D: .
> O=c1cccc2n1CC1CC2CN(c2ncnc3c2cnn3-c2ccc(Cl)cc2)C1 (stereo unspecified)
  A: 0	B: 1	C: .	D: .
> CN1C(=O)/C(=C/c2cccn2-c2ccc3ccccc3c2)C(=O)NC1=S
  A: 8	B: 4	C: .	D: .
> CN1CCC(N2CC3CC(C2)c2cccc(=O)n2C3)CC1 (stereo unspecified)
  A: 2	B: -1	C: .	D: .
> CCC(=NCCC1=CCCCC1)c1c(O)[nH]c(=O)[nH]c1=O
  A: 10	B: 1	C: .	D: .
> O=C(Nc1ccc(Cl)cc1C(=O)c1ccccc1)c1ccccc1
  A: -1	B: -3	C: .	D: .

# Complete entries as entered above.
# `O=c1cccc2n1CC1CC2CN(c2ncnc3c2cnn3-c2ccc(Cl)cc2)C1` (stereo unspecified) as listed: PGC1a acetyl inh = 0; PglD inh = 1; LGR2 inh = .; FN deposition inh = .
# `CC(Cc1ccccc1Sc1ccccc1O)N(C)C` (stereo unspecified) as listed: PGC1a acetyl inh = -3; PglD inh = 3; LGR2 inh = .; FN deposition inh = .

# Remaining list, next part:
# Letters: A = PGC1a acetyl inh; B = PglD inh; C = LGR2 inh; D = FN deposition inh
> C(#CCN1CCOCC1)COCc1ccccc1
  A: 6	B: 8	C: .	D: .
> COc1cccc(-n2c(-c3ccoc3)nc3ccccc3c2=O)c1
  A: 15	B: 2	C: .	D: .
> O=C(Cn1ncc2c3ccccc3n(Cc3ccc(F)cc3)c2c1=O)N1CCC2(CC1)OCCO2
  A: 3	B: -2	C: .	D: .
> CN1CCN(Cc2ccc(Br)s2)CC1
  A: 0	B: -7	C: .	D: .
> COC(=O)C1=C(N)OC(C)=C(C(C)=O)C12C(=O)N(C)c1ccccc12 (stereo unspecified)
  A: 2	B: 4	C: .	D: .
> CCCNC(=O)N1[C@H]2CC[C@@H]1C(C(=O)OC)=C(c1ccc3ccccc3c1)C2
  A: 0	B: -3	C: .	D: .
> COC(=O)C1=C(c2ccc(F)cc2F)C[C@@H]2CC[C@H]1N2C(=O)NCCOc1ccccc1Cl
  A: -31	B: 4	C: .	D: .
> O=C(c1cc(=O)[nH]c2ccc(Br)cc12)N1CCC2(CC1)OCCO2
  A: 0	B: 2	C: .	D: .
> O=C(CN1C2CCC1CC(O)(c1cccnc1)C2)Nc1ccc2c(c1)OCO2 (stereo unspecified)
  A: -2	B: 2	C: .	D: .
> Cc1ccc2c(c1)CC1(CN2C)C(=O)NC(=O)N(c2ccccc2C)C1=O (stereo unspecified)
  A: 5	B: 0	C: .	D: .
> O=c1[nH]c(CN2CCNCC2)nc2ccccc12
  A: 9	B: 6	C: .	D: .
> Oc1c(Br)c(Br)c(Br)c(Br)c1Br
  A: 0	B: 2	C: .	D: .
> COc1ccccc1CN1CCN(C(=O)Cc2ccccc2)CC1
  A: 5	B: 4	C: .	D: .
> CCCN(CC#CCOc1ccc(OC)cc1)CCC
  A: -14	B: -2	C: .	D: .
> CCOP(=O)(C#CC(C)(C)C)C(C)(O)c1ccccc1 (stereo unspecified)
  A: 3	B: 2	C: .	D: .
> CCOc1ccccc1N1C(=O)NC(=O)C(CCc2ccncc2)(CCc2ccncc2)C1=O
  A: 1	B: -1	C: .	D: .
